Screening results from PubChem.
ELG1 genotoxic – inducers of genotoxicity in HEK293T ELG1-luciferase cells | HEK293T ELG1-luciferase reporter, luminescence, 16 h | Potency, µM (titrated, usually from 46 µM), inactives show at the highest dose activity change, positive = activation, actives largely listed as activators | 330,000 compounds, 1.3% hits; note: % of control where 0% means no effect; nearly all actives have a fitted effect of over 60% in size
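After overnight (16 hr) compound treatment at 37 °C, ELG1-luciferase HEK293T cells were lysed with ONE-Glo; luminescence quantified 30 min later at room temperature.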
MLL CXXC-DNA inh – inhibitors of human MLL CXXC domain-DNA interaction | Q03164 | MLL-CXXC / FITC-HOXA9 DNA fluorescence polarization | Potency, µM (series often up to 115 µM), for the others: at the top dose activity change, negative = inhibition, hits mostly inhibitors | 290,000 compounds, 0.037% hits | AID 2662; active = well fitted inhibition curve with a large enough effect in the polarisation, with a control signal flat, not every such curve was filed as active; inconclusive = small, poorly fitted or top-dose-only effect, or effect the other way, or a change in a side signal; inactive = no such curve, though single readings can be large or run the other way; the % refers to the polarisation
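Purified MLL-CXXC (added from a 7 uM solution) was preincubated 5 min at ambient with pinned compounds in 50 mM Tris-HCl pH 7.5, 50 mM NaCl, 1 mM DTT, 0.05% BSA. Fluorescein-labeled HOX-A9 DNA (50 nM solution) followed, 30 min, then polarization read.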
Rab9 promoter act – Rab9 promoter activation; Huh7 Rab9 promoter-luciferase reporter, luminescence, 24 h; Potency, µM (series often up to 9.22 µM), for inactives: at the top dose activation, negative = inhibition, most hits filed as activators; 320,000 compounds, 2.8% hits; note: % of control where 0% means no effect; nearly all actives have a fitted effect of over 60% in size
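Promoter activation is measured as luciferase luminescence in Huh7 cells stably transfected with a Rab9 promoter–luciferase construct, following 24 h compound exposure at 37 °C and 10 min reagent incubation at ambient temperature.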
RORg inh – inhibitors of mouse ROR gamma transcriptional activity. P51450. Drosophila S2 Gal4-RORgamma UAS-luciferase reporter, 20 h. Potency, µM (series often up to 53.6 µM), without a hit: at the top dose activity change, negative = inhibition, hits mostly inhibitors. 310,000 compounds, 5.4% hits; note: % is set by controls: 0 for no effect and ±100 for the full control effect; nearly all actives have a fitted effect of over 60% in size
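Stable Schneider cell line, Gal4 DNA-binding domain fused to ROR gamma, UAS-luciferase. Cmpd 1 hr RT → CuSO4 700 uM final → 20 hr RT → luciferase reagent 10 min → luminescence.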
Gal4-VP16 FLuc – inhibits Gal4-VP16 luciferase reporter, ROR gamma counter-screen; 310,000 compounds, 3.5% hits; Drosophila S2 Gal4-VP16 UAS-luciferase, luminescence, 20 h; AID 2546; Potency, µM (titrated, usually from 53.6 µM), for the others: at the top dose activity, negative = inhibition, actives largely listed as inhibitors;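 note: Gal4-VP16 expression switched on by copper sulfate through the metallothionein promoter; % is set by controls: 0 for no effect and ±100 for the full control effect; nearly all actives have a fitted effect of over 50% in size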
p53 reactivator – mutant p53 re-activation in reporter cells; H1299 p53-A138V BP100-luciferase reporter, luminescence, 24 h; Potency, µM (series often up to 92.2 µM), for the others: at the highest dose activity change, positive = activation, actives largely listed as activators; 320,000 compounds, 0.063% hits; AID 504706; note: % of control where 0% means no effect; nearly all actives have a fitted effect of over 45% in size
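H1299 (p53-null), stable ts p53-A138V + BP100-Luc; 1000 cells/well, Opti-MEM/10% FBS; cpd 4 pt, 1:5; 24 h, 37 deg C, 5% CO2; detection reagent 10 min RT; luminescence.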
MBNL1 CUG block – MBNL1-poly(CUG) RNA binding inhibition; Q9NR56; TR-FRET MBNL1-His/biotin-(CUG)12 binding, 665/545 ratio; Potency, µM (highest dose often 57.5 µM), without a hit: at the highest dose activity change, negative = inhibition, most hits filed as inhibitors; 280,000 compounds, 0.036% hits; AID 2675; active = well fitted inhibition curve with a large enough effect in the signal ratio, with a control signal flat, not every such curve was filed as active; inconclusive = small, poorly fitted or top-dose-only effect, or effect the other way, or a change in a side signal; inactive = no such curve, though single readings can be large or run the other way; the % refers to the signal ratio; note: % is set by controls: 0 for no effect and ±100 for the full control effect
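Compound titration spanned 92 nM–58 uM against the MBNL1-His/biotin-(CUG)12 complex. After 60 min at room temperature with 5 nM streptavidin-XL665 and 0.055 ng/ul terbium anti-His, ratiometric 665/545 nm emission (Ex 340 nm) normalized to controls.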
uPA surface inh – cell surface uPA generation inhibition. cell surface uPA generation assay, qHTS. Potency, µM (highest dose often 38.3 µM), for the others: at the highest dose activity change, negative = inhibition, most hits filed as inhibitors. 330,000 compounds, 0.31% hits. AID 540303; active = well fitted inhibition curve with a large enough effect; inconclusive = small, poorly fitted or top-dose-only effect; inactive = no such curve, though single readings can be large or run the other way; tested in mouse RAW 264.7 cells; note: % is set by controls: 0 for no effect and ±100 for the full control effect; nearly all actives have a fitted effect of over 55% in size
NPC1 promoter act – NPC1 promoter activation; Huh7 NPC1 promoter luciferase reporter, 24 h; 320,000 compounds, 2.4% hits; Potency, µM (top dose mostly 9.22 µM), without a hit: at the highest dose activation, most hits filed as activators;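 note: % of control where 0% means no effect; nearly all actives have a fitted effect of over 60% in size; reporter is driven by a mutant NPC1 promoter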
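Luminescence read-out of NPC1 promoter-driven luciferase in stably transfected Huh7 cells; compounds delivered in DMSO and left 24 h at 37C, 5% CO2, qHTS titration format.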
FLuc counter – counter-screen for miR-21 project: firefly luciferase inhibitors or activators; P08659; purified FLuc, Km substrates, luminescence inhibition; Potency, µM (doses to about 57.5 µM), for inactives: top-dose activity change, negative = inhibition, most hits filed as inhibitors; 360,000 compounds, 6.9% hits; AID 588342;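 note: plate controls were vehicle for no effect and reference inhibitor for full effect; nearly all actives have a fitted effect of over 55% in size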
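Biochemical qHTS of compounds, final roughly 60 µM downward over six points, against 10 nM purified firefly luciferase using Km concentrations of substrates (10 uM D-luciferin, 10 uM ATP) in Tris acetate pH 7.5 buffer; luminescence output.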
BRCA1 expr act – BRCA1 expression activation; MCF7-BRCA1-FFLuc reporter, luminescence, 48 h; response scale: scaled: vehicle 0%, 10 µM genistein 100%; Potency, µM (series often up to 46.1 µM), for inactives: at the top dose activation, most hits filed as activators; 380,000 compounds, 1.1% hits; AID 624202; note: nearly all actives have a fitted effect of over 80% in size; some results filed as inactive show a strong effect at the top dose
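Using MCF7 cells harboring a BRCA1 firefly luciferase reporter, plated 2 h before compound pinning, the screen measured luminescence after 48 h incubation. Responses were normalized to DMSO and 10 microM genistein, then fitted for concentration-effect.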
* hit, by the source's call; & = joins results of further samples; [ ] = dose if it differs, or a comment. Unless noted, calls come from the whole dose curve; as a rule, active = well fitted curve in the direction sought with a large enough effect; inconclusive = small, poorly fitted or top-dose-only effect, or another doubt; inactive = no such curve, though single readings can be large; an effect the other way counts as inactive or inconclusive. Potency is the fitted concentration of half-maximal effect. This is a subset (hit frequency here may not be typical).

Results for CCc1cc2cc(C(=O)N3CCN(c4ccccc4)CC3)sc2s1 ?
ELG1 genotoxic: -1%; MLL CXXC-DNA inh: 5%; Rab9 promoter act: 1%; RORg inh: 0%; Gal4-VP16 FLuc: -6%; p53 reactivator: 2%; MBNL1 CUG block: -2%; uPA surface inh: 2%; NPC1 promoter act: -1%; FLuc counter: 7%; BRCA1 expr act: -3%

What do the screens show for `CC(C)NC(=O)c1ccccc1S(=O)(=O)c1ccccc1C#N`?
ELG1 genotoxic: 2%; MLL CXXC-DNA inh: -1%; Rab9 promoter act: 2%; RORg inh: -27%; Gal4-VP16 FLuc: -3%; p53 reactivator: 15%; MBNL1 CUG block: 3%; uPA surface inh: 6%; NPC1 promoter act: -3%; FLuc counter: 1%; BRCA1 expr act: -3%

How did CCCCCCN(C(=O)CCCCCN1C(=O)NC(c2ccc(C3CCCCC3)cc2)C(C(=O)OCc2ccccc2)=C1C)C(C(=O)NCCCC)c1ccc(OCC(=O)OC)c(C(=O)OC)c1 (configuration not stated) do in these assays?
ELG1 genotoxic: 3%; MLL CXXC-DNA inh: -2%; Rab9 promoter act: -9%; RORg inh: -6%&-17%; Gal4-VP16 FLuc: 3%&2%; p53 reactivator: -17%; MBNL1 CUG block: 3%; NPC1 promoter act: -8%; FLuc counter: 0%

What do the screens show for `Cc1[nH]n(-c2ccc([N+](=O)[O-])cc2)c(=O)c1C=NCCN1CCN(C(=O)c2ccccc2F)CC1`?
ELG1 genotoxic: 1%; MLL CXXC-DNA inh: 0%; Rab9 promoter act: 7%; RORg inh: -24%; Gal4-VP16 FLuc: 0%; p53 reactivator: 3%; MBNL1 CUG block: inconclusive; uPA surface inh: -2%; NPC1 promoter act: 2%; FLuc counter: -12%; BRCA1 expr act: 8%

Results for Cc1cccc(N2CCN(C(=O)c3cc(S(=O)(=O)N4CCCC4)cn3C)CC2)c1C ?
ELG1 genotoxic: 5%; Rab9 promoter act: -12%; RORg inh: 18%; Gal4-VP16 FLuc: -2%; MBNL1 CUG block: 2%; uPA surface inh: inconclusive; NPC1 promoter act: -28%; FLuc counter: 4%; BRCA1 expr act: -53%

Results for O=C(Nc1c2c(nn1-c1cccc(Cl)c1)CS(=O)(=O)C2)c1cccs1 ?
ELG1 genotoxic: -5%; MLL CXXC-DNA inh: -8%; Rab9 promoter act: -2%; RORg inh: -10%; Gal4-VP16 FLuc: -3%; p53 reactivator: -1%; MBNL1 CUG block: -4%; uPA surface inh: -24%; NPC1 promoter act: 7%; FLuc counter: 0%; BRCA1 expr act: -1%

How did COc1ccccc1NC(=O)COc1ccccc1C(=O)c1cnn(-c2ccccc2)c1 do in these assays?
ELG1 genotoxic: inconclusive; MLL CXXC-DNA inh: 8%; Rab9 promoter act: 17%; RORg inh: inconclusive; Gal4-VP16 FLuc: -5%; p53 reactivator: inconclusive; MBNL1 CUG block: -10%; uPA surface inh: 16%; NPC1 promoter act: 18%; FLuc counter: 11µM*; BRCA1 expr act: 13µM*

How did Cc1ccc(N(CCC(=O)N2CCOCC2)S(=O)(=O)c2ccccc2)cc1 do in these assays?
ELG1 genotoxic: -1%; Rab9 promoter act: -1%; p53 reactivator: 8%; uPA surface inh: 7%; NPC1 promoter act: -2%; FLuc counter: -6%; BRCA1 expr act: -6%

How did CCOC(=O)N1CCN(c2c(NCCOC)c(=O)c2=O)CC1 do in these assays?
ELG1 genotoxic: -8%; MLL CXXC-DNA inh: -5%; Rab9 promoter act: 17%; RORg inh: -1%; Gal4-VP16 FLuc: -4%; p53 reactivator: -5%; MBNL1 CUG block: -4%; uPA surface inh: 2%; NPC1 promoter act: 1%; FLuc counter: 0%; BRCA1 expr act: 64%

Results for COc1cccc(CNC(=O)CN2C(=O)COc3ccc(S(=O)(=O)N4CCCCCC4)cc32)c1 ?
ELG1 genotoxic: -3%; MLL CXXC-DNA inh: 0%; Rab9 promoter act: -2%; RORg inh: -1%; Gal4-VP16 FLuc: 0%; p53 reactivator: 4%; MBNL1 CUG block: -4%; uPA surface inh: -15%; NPC1 promoter act: -2%; FLuc counter: 2%&0%; BRCA1 expr act: -5%

What do the screens show for `CCC(=Nc1ccc(Cc2ccncc2)cc1)c1c(O)n(C)c(=O)n(C)c1=O`?
ELG1 genotoxic: -12%&-9%; MLL CXXC-DNA inh: 2%; Rab9 promoter act: -13%; RORg inh: 16%; Gal4-VP16 FLuc: 5%; p53 reactivator: 5%; MBNL1 CUG block: 6%; uPA surface inh: -1%; NPC1 promoter act: -20%; FLuc counter: 0%; BRCA1 expr act: 0%&2%

Results for CC(=O)c1ccc(N2CCN(S(=O)(=O)c3cc4c(cc3C)NC(=O)CO4)CC2)cc1 ?
ELG1 genotoxic: 15%; MLL CXXC-DNA inh: 16%; Rab9 promoter act: -4%; RORg inh: inconclusive; Gal4-VP16 FLuc: inconclusive; p53 reactivator: 9%; MBNL1 CUG block: 32%[activator]; uPA surface inh: 11%; NPC1 promoter act: -7%; FLuc counter: 1%; BRCA1 expr act: -14%

What do the screens show for `CCOC(=O)C1(CCOc2ccccc2)CCN(Cc2cnc(SC)nc2)CC1`?
ELG1 genotoxic: -4%; MLL CXXC-DNA inh: -8%; Rab9 promoter act: -9%; RORg inh: 8%; Gal4-VP16 FLuc: 1%; p53 reactivator: 4%; MBNL1 CUG block: -6%; uPA surface inh: -2%; NPC1 promoter act: -3%; FLuc counter: -1%; BRCA1 expr act: -39%

Results for CNC(=O)c1nc(C)c(C2(C)CC(c3ccccc3)=NO2)s1 (configuration not stated) ?
ELG1 genotoxic: 2%; MLL CXXC-DNA inh: -11%; Rab9 promoter act: -3%; RORg inh: 6%; Gal4-VP16 FLuc: -4%; p53 reactivator: 3%; MBNL1 CUG block: -2%; uPA surface inh: 18%; NPC1 promoter act: 1%; FLuc counter: 5%; BRCA1 expr act: 21%

Results for CCCCNC(=O)c1ccc(Cn2c(=S)[nH]c3c([nH]c4ccc(OC)cc43)c2=O)cc1 ?
ELG1 genotoxic: inconclusive; MLL CXXC-DNA inh: -4%; Rab9 promoter act: 16%; RORg inh: 13µM*; Gal4-VP16 FLuc: 18µM*; p53 reactivator: -17%; MBNL1 CUG block: 13%; uPA surface inh: -1%; NPC1 promoter act: -4%; FLuc counter: 0%; BRCA1 expr act: -80%

How did COn1c(SCc2ccccc2)nc2ccccc2c1=O do in these assays?
ELG1 genotoxic: 0%; MLL CXXC-DNA inh: -6%; Rab9 promoter act: -8%; RORg inh: 5%; Gal4-VP16 FLuc: -3%; p53 reactivator: -4%; MBNL1 CUG block: -5%; uPA surface inh: -2%; NPC1 promoter act: 1%; FLuc counter: inconclusive; BRCA1 expr act: -3%

How did CCN(CC(=O)Nc1ccccc1OC)C(=O)c1cc(-c2ccccc2)nn1-c1ccccc1 do in these assays?
ELG1 genotoxic: -6%; Rab9 promoter act: 0%; p53 reactivator: 2%; uPA surface inh: 7%; NPC1 promoter act: 1%; FLuc counter: -1%; BRCA1 expr act: -73%

Results for Cc1ccccc1NC(=O)c1c(C)cc(=O)oc1C ?
ELG1 genotoxic: 2%; MLL CXXC-DNA inh: 10%; Rab9 promoter act: -2%; RORg inh: -2%; Gal4-VP16 FLuc: -2%; p53 reactivator: 3%; MBNL1 CUG block: -1%; uPA surface inh: -2%; NPC1 promoter act: 0%; FLuc counter: -1%; BRCA1 expr act: -16%

Results for Cc1[nH]c(=O)[nH]c(=O)c1S(=O)(=O)N1CCCC1 ?
ELG1 genotoxic: 1%; MLL CXXC-DNA inh: -2%; Rab9 promoter act: 2%; RORg inh: -11%; Gal4-VP16 FLuc: 5%; p53 reactivator: -1%; MBNL1 CUG block: 4%; uPA surface inh: 1%; NPC1 promoter act: -1%; FLuc counter: 4%; BRCA1 expr act: -37%

What do the screens show for `CCOC(=O)c1nnn(-c2nonc2N)c1COc1cc(C)c(Cl)c(C)c1`?
ELG1 genotoxic: -1%; MLL CXXC-DNA inh: 1%; Rab9 promoter act: -9%; RORg inh: -15%; Gal4-VP16 FLuc: 5%; p53 reactivator: 10%; MBNL1 CUG block: 7%; uPA surface inh: 1%; NPC1 promoter act: -3%; FLuc counter: inconclusive; BRCA1 expr act: -33%

Results for COc1ccccc1-c1nnc(NC(=O)c2ccc(S(=O)(=O)N3CCCC3)cc2)o1 ?
ELG1 genotoxic: -17%; MLL CXXC-DNA inh: -16%; Rab9 promoter act: -4%; RORg inh: 0.71µM*; Gal4-VP16 FLuc: 0.89µM*; p53 reactivator: -23%; MBNL1 CUG block: -3%; uPA surface inh: inconclusive; NPC1 promoter act: -7%; FLuc counter: 1%; BRCA1 expr act: -39%
